Bioassay records from PubChem BioAssay.
RPL19A TOR yeast: alters RPL19A-GFP fluorescence in TOR pathway yeast screen; S. cerevisiae RPL19A-GFP strain, flow cytometry, 3 h; active compounds read low; percent response vs DMSO, % at 10 µM; 330,000 compounds, 0.3% hits; AID 2025;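 active = percent response vs DMSO below 50%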;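 note: median channel GFP fluorescence of the barcoded RPL19A-GFP strain; ratio of sample median GFP to plate DMSO average so 100% = DMSO; lower means less RPL19A-GFP as with rapamycin TOR inhibition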
Efflux pump inh: antifungal efflux pump inhibition, Nile Red retention | S. cerevisiae Candida pump triplex | inhibition, % at 10 µM | 330,000 compounds, 0.44% hits;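 active = plate passing quality check with inhibition over a set limit, or well fluorescence over plate mean plus 4 SD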;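 note: Nile Red retained in pooled yeast measured as flow cytometry median fluorescence; 0% = buffer negative control and 100% = Enniatin B positive control; higher means more Nile Red kept so more efflux inhibition; some compounds called inactive have numbers as strong as hits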
AGP1 TOR yeast: yeast TOR pathway AGP1-GFP modulation; S. cerevisiae AGP1-GFP multiplex flow cytometry, 3 h; GFP as percent of DMSO wells; GFP response vs DMSO, % at 10 µM; 320,000 compounds, 0.02% hits; AID 2066;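 active = GFP response relative to DMSO above a set limit, near screen average plus 3 SD, cut at about 150% in these data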;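 note: median GFP channel fluorescence of the gated AGP1 strain per well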
MEP2-GFP yeast: alters MEP2-GFP fluorescence in TOR pathway yeast screen; S. cerevisiae MEP2-GFP strain, flow cytometry GFP, 3 h; 100% = DMSO control level; GFP response vs DMSO, % at 10 µM; 330,000 compounds, 0.51% hits;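 active = GFP response versus DMSO above a set limit, roughly screen mean plus 3 SD, cut at about 180% in these data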;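 note: median GFP fluorescence of the barcode-gated MEP2-GFP cells per well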
AHR activator: activators of human aryl hydrocarbon receptor; AHR-responsive luciferase reporter cells, luminescence; 320,000 compounds, 2.5% hits; AID 2796; activation, % at 5 µM; P35869; in the data active = activation above about 47%;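 note: 0% = vehicle wells and 100% = reference agonist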
Target sequence (P35869 whole entry, looked up): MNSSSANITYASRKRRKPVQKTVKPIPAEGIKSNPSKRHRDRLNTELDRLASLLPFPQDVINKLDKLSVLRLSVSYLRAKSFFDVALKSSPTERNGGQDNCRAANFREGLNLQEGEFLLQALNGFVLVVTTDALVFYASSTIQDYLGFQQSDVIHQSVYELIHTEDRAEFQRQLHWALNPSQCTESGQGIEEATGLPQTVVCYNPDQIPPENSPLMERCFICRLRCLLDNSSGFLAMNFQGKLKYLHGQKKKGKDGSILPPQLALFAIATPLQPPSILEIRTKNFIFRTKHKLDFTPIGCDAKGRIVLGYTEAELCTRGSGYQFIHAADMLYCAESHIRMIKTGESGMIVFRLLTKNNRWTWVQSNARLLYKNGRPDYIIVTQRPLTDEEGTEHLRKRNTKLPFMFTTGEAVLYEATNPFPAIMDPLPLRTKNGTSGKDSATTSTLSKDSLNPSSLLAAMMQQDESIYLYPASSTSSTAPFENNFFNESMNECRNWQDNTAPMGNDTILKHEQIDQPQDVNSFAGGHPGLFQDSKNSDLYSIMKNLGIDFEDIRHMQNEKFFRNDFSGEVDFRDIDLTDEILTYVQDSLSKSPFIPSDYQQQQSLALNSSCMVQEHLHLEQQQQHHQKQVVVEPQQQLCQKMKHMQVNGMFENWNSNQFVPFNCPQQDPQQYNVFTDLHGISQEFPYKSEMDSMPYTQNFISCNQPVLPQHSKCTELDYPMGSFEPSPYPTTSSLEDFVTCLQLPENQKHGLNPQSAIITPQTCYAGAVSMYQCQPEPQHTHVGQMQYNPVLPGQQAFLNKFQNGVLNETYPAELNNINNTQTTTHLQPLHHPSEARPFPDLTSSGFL
CR mimetic SO: yeast age-related superoxide inhibition as caloric restriction mimetic; S. cerevisiae aged cells, superoxide DHE fluorescence; active compounds read low; superoxide response (% of plate mean), % at 10 µM; 330,000 compounds, 0.18% hits; AID 2690;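 active = superoxide response under a set limit, about three screen SD below normal, cut at about 65% in these data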;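 note: yeast aged for seven days with compound at 30 °C before DHE staining; 100% = average MFI of all compound-treated wells on the plate with controls excluded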
CIT2-GFP yeast: alters CIT2-GFP fluorescence in TOR pathway yeast screen | 320,000 compounds, 0.065% hits | S. cerevisiae CIT2-GFP strain, flow cytometry, 3 h; 100 means same as DMSO wells | AID 2029 | GFP response vs DMSO, % at 10 µM;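 active = GFP response relative to DMSO above a set limit, near the screen mean plus 3 SD, cut at about 150% in these data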;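 note: ratio of well median GFP fluorescence to mean of DMSO wells on the plate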
LAP4-GFP MLPCN: modulators of TOR pathway LAP4-GFP in S. cerevisiae | S. cerevisiae LAP4-GFP multiplex, flow cytometry GFP, 3 h; median GFP as percent of DMSO wells | GFP response vs DMSO, % at 10 µM | 320,000 compounds, 0.34% hits | AID 2023;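 active = GFP response vs DMSO above a set limit, about the screen mean plus 3 SD, cut at about 150% in these data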
* hit, by the source's call; nt = no result given.

SMILES	RPL19A TOR yeast	Efflux pump inh	AGP1 TOR yeast	MEP2-GFP yeast	AHR activator	CR mimetic SO	CIT2-GFP yeast	LAP4-GFP MLPCN
O=C(COC(=O)c1ccc[nH]c1=O)NC1CCCCCC1	96.2	-0.1	91.5	90.9	-1.2	121.2	96.9	83.5
COc1ccc(C)cc1NC(=O)CN1CCCC1c1ccc2c(c1)OCCCO2 (stereo not drawn)	106.3	0.1	104.9	113.1	3.0	82.9	108.7	100.2
COc1ccc(N2CCN(C(=O)CNC(=O)c3cccs3)CC2)cc1	110.0	0.0	101.0	108.9	-0.6	97.2	112.4	83.5
Cc1cc(C)n(CCc2nc(-c3ccc(-c4ccccc4)cc3)cs2)n1	102.2	0.0	96.4	95.3	3.4	86.1	98.8	95.1
O=C1c2ccccc2NC2(CCCC2)N1NS(=O)(=O)c1ccccc1	97.9	0.1	103.3	101.7	3.1	95.9	97.0	101.3
CCc1nnc(NC(=O)C2COc3ccccc3O2)s1 (stereo not drawn)	92.7	0.1	86.0	97.8	1.9	100.5	81.6	102.5
Cc1ccc(-c2nnn(CC(=O)N(Cc3ccco3)C(C(=O)NC3CCCC3)c3cccs3)n2)o1 (stereo not drawn)	97.1	0.1	96.8	105.7	-2.2	89.9	102.1	92.4
O=C(O)CCn1cc(C2CC(c3ccccc3)=NN2c2ccccc2)c(-c2ccccc2)n1 (stereo not drawn)	103.2	-0.2	96.1	101.1	-0.3	81.6	97.9	99.5
Cc1ccccc1CN1CCc2c(OCC(=O)N3CCCCC3)cccc2C1=O	93.6	0.0	97.3	107.0	0.3	95.2	94.4	96.7
COc1ccc(C(=O)Nc2ccnn2C2CCN(C(C)CSC)CC2)cc1 (stereo not drawn)	97.9	0.0	97.9	96.0	2.0	135.9	95.0	93.5
COc1cc2cc(CCCOC(=O)c3ccc(Br)cc3)oc(=O)c2cc1OC	86.1	-0.2	83.5	76.8	0.2	99.4	75.3	89.9
C=CCOc1c2ccc(C(=O)NCc3ccc(C)cc3)cc2nn1C	90.4	-0.1	77.8	88.0	-1.7	96.2	83.0	111.9
Cc1cc(C)n(C(CC(=O)O)C(=O)O)n1 (stereo not drawn)	100.9	-0.1	102.0	98.2	-1.9	102.5	97.7	95.3
O=C(CSc1nc2[nH]c(=O)cc(O)c2s1)Nc1cccc(Br)c1	104.2	-0.1	105.2	101.3	3.3	70.2	100.9	102.6
COc1ccc(OC)c(CNC(=O)C2CCN(S(C)(=O)=O)CC2)c1	118.5	0.1	141.7	118.3	-1.3	110.9	109.2	112.2
CN1CCN(C(=O)C2=C[C@@H](c3ccc(Br)cc3)C[C@@H](OCc3ccc(CO)cc3)O2)CC1	106.8	-0.1	94.0	93.7	5.1	94.8	117.7	108.3
Cc1ccccc1CNC(=O)Cn1ccc2cc(S(=O)(=O)N3CCCCCC3)ccc21	102.8	0.2	105.3	108.6	2.0	107.0	105.9	97.7
N/C(COc1ccccc1)=N\NS(=O)(=O)c1ccccc1	103.0	0.0	109.8	98.9	5.6	98.8	104.2	98.6
Cc1nn(Cc2ccc(C(=O)N3N=C(C(F)F)CC3(O)C(F)F)o2)c(C)c1[N+](=O)[O-] (stereo not drawn)	94.2	-4.9	89.7	85.4	2.9	95.5	90.9	82.4
Cc1ccc2cc(CCNC(=O)C(C)C)c(=O)[nH]c2c1	102.7	-0.1	106.0	101.8	8.1	90.8	99.3	95.8
N#CC(C#N)=CNc1cccnc1	104.0	-0.1	109.6	109.1	1.6	113.3	108.7	109.8
Cc1ccc(NC(=O)/C=N/OCC(=O)NCc2ccccc2Cl)cc1	109.0	-0.2	112.2	108.4	3.0	91.7	108.2	107.1
O=C(NCc1nnc(SCC(=O)N2CCCc3ccccc32)o1)c1ccccc1F	99.9	0.5	92.5	98.0	-0.3	93.9	91.6	104.1
CCc1ccccc1NC(=S)NC1CC2CCC(C1)N2Cc1ccco1 (stereo not drawn)	105.6	0.0	72.3	95.5	-0.7	98.4	64.7	91.3
OC[C@@H](O)[C@H](O)C(/C=N/Nc1ccccc1)=N\Nc1ccccc1	102.0	-0.3	110.9	103.1	6.3	75.3	111.6	111.8
c1ccc(-c2nnc(CSc3nnc(-c4cccs4)o3)o2)cc1	104.7	-0.1	101.9	101.5	5.0	88.9	95.2	105.9
N#CC1=C(N)SC(N)=C(C#N)C1CCc1ccccc1	94.3	0.0	99.3	101.4	86.0*	100.2	94.7	101.6
CN(Cc1nccn1C)C(=O)CC1C(=O)NCCN1Cc1ccc(F)cc1Cl (stereo not drawn)	100.3	0.1	103.3	108.0	1.3	100.3	107.4	103.7
CCOC(=O)CN(C(=O)Cn1nnc2ccccc21)C(C(=O)NCCOC)c1ccccc1C (stereo not drawn)	99.8	-0.1	96.2	98.5	0.8	107.0	90.5	101.5
O=C1NC(c2ccccc2)=N/C1=C/c1ccco1	97.2	0.0	78.1	101.2	37.4	98.2	89.5	110.3
CC(=O)Nc1ccc(NC(=O)C2CC(=O)N(c3ccccc3Cl)C2)cc1 (stereo not drawn)	92.7	0.3	92.1	96.7	-0.2	104.6	91.8	94.3
COc1ccc(CCNC(=O)CSc2nccc(=O)[nH]2)cc1OC	92.5	0.1	108.8	95.6	0.0	92.7	91.8	99.5
CCc1ccc(OCC(=O)NN2Cc3ccccc3C2=N)cc1	98.0	0.1	100.2	98.9	1.7	92.6	97.9	93.6
CCOc1cc(CNCCO)cc(Br)c1OCc1ccccc1	94.5	0.0	97.6	97.2	2.8	99.0	101.1	96.9
CCOC(=O)CN1C(=O)S/C(=C/c2ccc(C)o2)C1=O	93.5	0.0	87.9	101.9	-5.2	105.2	84.6	89.3
CN1CC(=O)N(CC(=O)Nc2cc(Cl)cc(Cl)c2)C1=O	97.4	-0.1	106.2	98.7	0.9	98.0	97.8	100.6
CCC(C)NC(=O)C1(O)c2ccccc2NC(=O)N1c1ccc(C)c(C)c1 (stereo not drawn)	100.5	-0.1	101.2	104.2	-0.1	112.9	103.8	96.4
O=C(CN1CCN(c2ccc(F)cc2)CC1)NCc1ccc(F)cc1	106.0	-0.1	107.1	107.8	0.7	107.2	108.0	96.0
O=C(Nc1cccc([N+](=O)[O-])c1)c1ccc2nc(N3C(=O)CCC3=O)sc2c1	97.0	0.1	95.9	92.4	9.4	103.3	93.3	94.5
N#Cc1ccc(-c2csc(NC(=O)c3ccc(N4C(=O)CCC4=O)cc3)n2)cc1	99.9	-0.3	102.7	96.7	1.8	91.8	116.3	103.8
O=c1cc(-c2ccccc2Cl)c2c([nH]1)CCC2	102.0	0.0	94.9	97.3	-1.2	100.3	97.5	109.3
CCOc1cc(/C=C/C(=O)OCC(=O)NCCN2C(=O)CSC2=O)ccc1OCC(C)C	104.5	0.2	101.7	109.4	0.3	85.3	101.1	108.6
COC(=O)c1ccccc1NC(=O)Cn1c(=O)n(Cc2ccccc2)c(=O)c2c(C)c(C)sc21	105.0	0.1	100.9	108.2	-0.2	92.8	111.0	88.9
CCN1C(=O)/C(=C2/Sc3ccccc3N2CC)SC1=S	100.2	0.3	92.5	102.7	3.9	95.6	98.2	86.6
Cc1cc(OCC(=O)Nc2cc(S(=O)(=O)N3CCOCC3)ccc2N2CCCC2)ccc1C(C)C	90.9	0.0	96.4	92.2	-1.7	108.3	96.4	89.5
O=C(COC(=O)c1cccc([N+](=O)[O-])c1)NNC(=O)c1cccs1	93.2	-0.4	89.8	94.7	0.2	86.4	91.5	92.8
CCN1CCN(C(C(=O)NC2CCCCC2)c2ccc(Cl)cc2)CC1 (stereo not drawn)	99.3	-0.2	100.6	100.2	-0.4	102.2	103.3	92.1
CN(CCOc1ccccc1)C(=S)Nc1ccc(OC(F)F)cc1	100.1	0.1	96.2	108.5	10.2	96.2	96.9	92.9
O=c1[nH]c2ccccc2n1CCC1CCCCC1	97.8	0.2	100.6	105.2	-3.9	100.1	92.4	111.6
COc1ccc(CNS(=O)(=O)c2cc(CN3C(=O)c4cccnc4C3=O)ccc2OC)cc1	99.8	0.4	98.8	99.8	1.6	85.2	101.5	100.5
CC(=O)c1cccc(NC(=O)CSc2ncc(C(=O)Nc3ccccc3)c(=O)n2C)c1	101.6	0.2	105.4	106.0	13.1	104.3	101.4	97.1
Cc1noc(C)c1NC(=O)N1CCN(Cc2ccccc2)CC1	93.5	-0.1	96.8	116.0	-1.9	99.7	108.6	109.0
COC(=O)c1ccccc1NC(=O)c1cc[n+]([O-])cc1	101.5	0.0	102.8	111.7	1.6	78.8	108.8	100.2
COc1ccc(NC(=O)/C(C#N)=C\c2cc(OC)c(OCc3ccc(C(=O)O)cc3)cc2Br)cc1	103.9	0.1	100.2	106.3	-0.3	102.7	111.1	87.6
CC(C)CN(C(=O)COC(=O)c1cnccn1)c1c(N)n(Cc2ccccc2)c(=O)[nH]c1=O	99.7	0.0	109.3	100.0	-0.1	92.7	103.0	102.6
CCOc1ccccc1NC(=O)Nc1cccc(S(N)(=O)=O)c1	101.4	0.1	nt	107.3	48.5*	114.2	nt	nt
Cc1c(C(=O)C(=O)N2c3ccc(F)cc3CCC2C)c2ccccc2n1C (stereo not drawn)	99.0	-0.1	93.5	104.6	4.6	88.2	102.7	91.8
CC(C)CNS(=O)(=O)c1ccc(S(=O)(=O)N2CCC(N3CCCCC3)CC2)cc1	89.5	0.0	89.6	96.1	-1.1	80.1	90.4	86.8
O=C(Nc1cccnc1)c1ccc(COc2cc(Cl)ccc2Cl)o1	92.7	0.1	88.8	87.2	19.0	101.5	78.9	108.4
Clc1ccc(SCc2cn3cccnc3n2)cc1	94.0	-0.1	97.5	96.8	0.5	91.6	92.4	101.9

Further results.
SMILES	RPL19A TOR yeast	Efflux pump inh	AGP1 TOR yeast	MEP2-GFP yeast	AHR activator	CR mimetic SO	CIT2-GFP yeast	LAP4-GFP MLPCN
Cc1ccc(C(=O)NCC(=O)N2CCN(c3ccccc3)CC2)cc1	95.8	0.2	88.1	90.3	0.2	96.5	89.2	80.5
CCS(=O)(=O)N1Cc2ccccc2CC1C(=O)Nc1cccc(S(=O)(=O)N(C)C)c1 (stereo not drawn)	102.0	0.1	94.5	108.8	2.6	88.6	96.5	100.3
CC12CCC(=O)N1C(C(=O)Nc1nc(-c3cc(F)ccc3F)cs1)CS2 (stereo not drawn)	104.3	-0.1	111.5	97.2	0.4	100.6	101.0	115.8
COc1ccc(S(=O)(=O)c2cnc3ccccc3n2)cc1	102.2	0.5	102.1	94.2	3.4	142.5	89.6	106.8
CC12CN3CC(C)(CN(C1)C3c1ccccc1F)C2 (stereo not drawn)	96.8	0.1	100.1	97.5	-2.7	98.8	93.3	109.2
Cc1ccc2c(c1)-c1c(cnn1CC(=O)N(Cc1ccco1)C1CCCCC1)CO2	98.5	-0.1	105.8	101.7	-0.2	82.7	102.9	103.5
O=C(c1cc2c(s1)CCCC2)N1CCN(S(=O)(=O)c2ccccc2C(F)(F)F)CC1	99.0	6.7*	96.2	102.9	12.1	98.1	93.0	98.8
CC(NC(=O)COC(=O)/C(=C/c1cccs1)c1cccs1)c1ccccc1 (stereo not drawn)	104.2	0.1	103.8	100.5	-0.1	82.7	94.4	90.8

Record cards (already shown).
`Cc1ccc2c(c1)-c1c(cnn1CC(=O)N(Cc1ccco1)C1CCCCC1)CO2` is listed as RPL19A TOR yeast = 98.5; Efflux pump inh = -0.1; AGP1 TOR yeast = 105.8; MEP2-GFP yeast = 101.7; AHR activator = -0.2; CR mimetic SO = 82.7; CIT2-GFP yeast = 102.9; LAP4-GFP MLPCN = 103.5
`CC12CN3CC(C)(CN(C1)C3c1ccccc1F)C2` (stereo not drawn) is listed as RPL19A TOR yeast = 96.8; Efflux pump inh = 0.1; AGP1 TOR yeast = 100.1; MEP2-GFP yeast = 97.5; AHR activator = -2.7; CR mimetic SO = 98.8; CIT2-GFP yeast = 93.3; LAP4-GFP MLPCN = 109.2

An unsorted share of the library; any-hit rate near 3.9%.
